PDI turbidity: inhibitors of human PDI, primary screen, biochemical, turbidity, single point, plate reader; inhibition, % at 10 µM; hit rate 0.052% among 350,000; AID 588391, 2011; Protein disulfide-isomerase (Homo sapiens), P07237; PDI insulin aggregation turbidity, A650, 90 min;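 active = mean inhibition across replicates of 30% or more, whatever share of single replicates reach that level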;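 note: absorbance from insulin aggregation driven by PDI reduction with DTT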
Target sequence (P07237 whole entry, looked up): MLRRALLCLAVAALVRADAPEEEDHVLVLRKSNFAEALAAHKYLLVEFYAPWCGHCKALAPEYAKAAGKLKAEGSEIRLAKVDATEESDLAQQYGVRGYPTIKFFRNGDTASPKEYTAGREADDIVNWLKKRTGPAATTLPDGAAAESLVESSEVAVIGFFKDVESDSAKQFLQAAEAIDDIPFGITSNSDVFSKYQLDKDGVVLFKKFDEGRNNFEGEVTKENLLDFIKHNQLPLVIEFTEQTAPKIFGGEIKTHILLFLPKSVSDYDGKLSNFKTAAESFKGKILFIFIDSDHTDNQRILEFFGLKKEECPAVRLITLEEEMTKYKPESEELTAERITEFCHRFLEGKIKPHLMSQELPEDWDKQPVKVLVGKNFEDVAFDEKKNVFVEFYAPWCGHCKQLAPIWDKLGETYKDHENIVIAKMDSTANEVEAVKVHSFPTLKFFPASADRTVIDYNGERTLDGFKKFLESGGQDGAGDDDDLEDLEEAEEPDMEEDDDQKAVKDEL
CaV13 ICDI inh: Primary screen for inhibitors of IQ motif and Ca2+-dependent inactivation inhibitor domain binding in CACNA1D, Förster resonance energy transfer in living cells, …; hit rate 0.098% among 340,000; inhibition, % at 12.3 µM; AID 743397; HEK cells, CFP/YFP FRET ICDI-IQ, plate reader, 10 min; percent FRET-ratio fall versus neutral wells;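 active = mean replicate inhibition of at least 30% and at least 1% of replicates passing that level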;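 note: 0% = median of the neutral control wells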
H9c2 protect: cardioprotection against H2O2-induced cell death, primary screen, uHTS, H9c2 cells, ATPLite luminescence | H9c2 cardiomyocytes, H2O2 injury protection, 2 h | protection from H2O2 cell death, % at 20 µM | hit rate 0.63% among 360,000 | AID 588492, 2011;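 active = compounds giving at least 50% protection of heart cells from peroxide-induced death in the single-dose screen, raw or plate-pattern-corrected value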;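 note: 0% = DMSO wells with peroxide and 100% = DMSO wells without peroxide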
m5-HT2A agonist: mouse Htr2a agonists via beta-arrestin recruitment, primary screen, cell-based, luminescence | 5-hydroxytryptamine receptor 2A (Mus musculus), P35363 | CHO-K1 mHTR2A beta-arrestin complementation; percent of 30 µM serotonin response | activation, % at 7.6 µM | hit rate 0.66% among 360,000 | AID 624169, 2012;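 active = activation above a run cutoff, the mean activation of all tested compounds plus 3 SD, cut at about 14% in these data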;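 note: 0% = plate median of compound wells and 100% = 30 µM serotonin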
HIF-2a inh: HIF-2a reporter inhibitors, primary screen, luminescence, 786-0 RCC cells; 786-0 RCC cells HIF-2a reporter, luciferase luminescence, overnight; inhibition, % at 18.8 µM; hit rate 0.72% among 360,000;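 active = inhibition of the luminescence signal of 40% or more relative to plate controls, in a single-dose primary screen at 18.75 µM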
Peg3 promoter: Peg3 promoter-driven luciferase inhibitors, primary screen, cell-based, HeLa, luciferase luminescence. HeLa PEG-Prom luciferase reporter, overnight. inhibition, % at 20 µM. hit rate 1.7% among 360,000. AID 588405, 2011;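 active = inhibition of at least 50% at 20 µM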
hiPSC survival: enhancers of single-cell hiPSC survival, primary screen, ATPlite luminescence. hit rate 0.044% among 360,000. survival enhancement, % at 20 µM. 100% = ROCK inhibitor wells, 0% = DMSO; in the data active = survival enhancement above about 18%;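 note: cells exposed to compounds for 16 hours before the ATP read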
NR2E3 ag-1: inhibitors of NR2E3-RetCOR corepressor binding, primary screen, NR2E3 agonist project, biochemical, TR-FRET, GST-NR2E3, biotin-RetCOR; Photoreceptor-specific nuclear receptor (Homo sapiens), Q9Y5X4; 1536-well; inhibition of corepressor binding, % at 4.78 µM; hit rate 0.12% among 320,000; AID 2300, 2010;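 active = percent inhibition above the cutoff of mean plus 3 SD of all tested compounds, set per screening campaign, cut at about 20% in these data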;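 note: 0% = DMSO wells and 100% = biotin wells as full block of FRET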
Target sequence (Q9Y5X4 whole entry, looked up): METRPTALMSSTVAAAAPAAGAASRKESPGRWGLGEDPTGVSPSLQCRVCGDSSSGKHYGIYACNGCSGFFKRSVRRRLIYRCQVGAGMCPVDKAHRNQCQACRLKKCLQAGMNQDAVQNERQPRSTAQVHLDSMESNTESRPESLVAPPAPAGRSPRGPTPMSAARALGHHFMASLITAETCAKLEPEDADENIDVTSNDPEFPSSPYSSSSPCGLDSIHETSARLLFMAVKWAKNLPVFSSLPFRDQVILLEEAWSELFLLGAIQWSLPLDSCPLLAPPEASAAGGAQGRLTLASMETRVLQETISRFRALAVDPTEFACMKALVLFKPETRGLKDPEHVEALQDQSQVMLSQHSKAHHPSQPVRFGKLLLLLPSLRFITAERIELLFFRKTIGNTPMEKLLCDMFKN
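Material: NR2E3–RetCOR corepressor complex / Incubation: Compound–protein incubation for 5 h at 4 °C / Dosing: compound at 4.8 µM, single dose / Detection: time-resolved FRET / Benchmarks: high control biotin, low control 0.6% DMSO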
TRPM1 prom inh: inhibitors of MITF-dependent TRPM1 promoter reporter, primary screen, cell-based, SK-MEL-5, single point, luciferase | SK-MEL-5 TRPM1 promoter luciferase, 24 h | inhibition, % at 12.5 µM | hit rate 0.83% among 330,000 | AID 488899, 2010;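 active = mean inhibition across replicates of 60% or more, whatever share of single replicates reaches that level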; note: values of inactives mirror those of a sister screen read the other way
Shn3 inh set2: reduction of Shn3 3'UTR firefly luciferase signal, primary screen, Schnurri-3 inhibitor project, cell-based, Clone20 osteoblasts, set 2 | Clone20 osteoblast Shn3 3'UTR firefly luciferase, 24 h | inhibition, % at 12.5 µM | hit rate 0.52% among 360,000;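 active = mean inhibition of at least 75% with every replicate also reaching 75%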;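 note: 0% = median of neutral control wells and 100% = pilot-screen positive control compound; some compounds past the cut are filed as inactive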
NR2E3 ag-2: NR2E3 agonists in two-hybrid cells, primary screen, cell-based, luminescence, CHO-S, Gal4-NCOR/VP16-NR2E3; Photoreceptor-specific nuclear receptor (Homo sapiens), Q9Y5X4; luciferase; inhibition of corepressor binding, % at 3.98 µM; hit rate 0.35% among 360,000; AID 602229, 2012;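 active = inhibition above the mean of all tested compounds plus 3 SD, cut at about 70% in these data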;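 note: 0% = DMSO with NR2E3 transfected cells and 100% = cells lacking NR2E3 construct; higher means lower luciferase signal from less NR2E3 corepressor binding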
Starred values were filed as active, the others as inactive; . = no result given.

SMILES	PDI turbidity	CaV13 ICDI inh	H9c2 protect	m5-HT2A agonist	HIF-2a inh	Peg3 promoter	hiPSC survival	NR2E3 ag-1	TRPM1 prom inh	Shn3 inh set2	NR2E3 ag-2
CN(C)c1cccc(C(=O)OCC(=O)Nc2nccs2)c1	9	-3	-1	-1	-13	-57	-2.0	-1	-3	-41	-15
Cc1ccccc1-n1c(C)nnc1SC(C)C(=O)NCC1CCCO1 (stereo not given)	0	-5	7	1	5	-11	0.3	0	4	6	-35
c1ccc2c(c1)OCC(c1csc3ncnc(N4CCCCC4)c13)O2 (stereo not given)	-2	-6	4	1	35	16	-0.6	5	7	-6	-35
Cc1ccc(Cl)cc1N1CCN(C(=O)C(C)n2ncn3cccc3c2=O)CC1 (stereo not given)	.	-6	-6	5	2	16	2.6	2	.	3	14
O=C(O)C1C2CC(C(Br)C2Br)C1C(=O)O (stereo not given)	4	-6	2	3	11	14	-1.0	.	6	-30	-38
O=C(O)CCCC(=O)Nc1nc2n(n1)C(c1ccc(F)cc1)CC(c1ccc(Cl)cc1)N2 (stereo not given)	-2	-9	3	-13	17	15	-2.9	7	-5	6	-4
CS(=O)(=O)Nc1cccc(C2=NN(C(=O)CCCC(=O)O)C(c3cccs3)C2)c1 (stereo not given)	-12	-20	4	5	-9	6	1.2	1	3	-21	-7
C=CCOc1ccc(CNn2cn[nH]c2=S)cc1OCC	-1	-8	-3	9	-9	17	-0.7	3	-7	-34	-12
COc1cccc2cc(C(=O)N3CCCc4ccccc43)oc12	6	.	-1	6	-48	-12	-0.1	0	-11	9	-36
CC(C)(C)c1ccc(C(=O)n2cnc3ccccc32)cc1	-3	-22	1	3	27	-5	-0.4	-1	-14	-4	24
CCc1nc2ccccc2c(=O)n1/N=C/c1ccc(Cl)cc1	6	-4	10	3	-51	-6	0.9	-2	-4	-2	0
CN(C)C(CN1C(=O)C2CC=CCC2C1=O)c1cn(C)c2ccccc12 (stereo not given)	3	.	1	0	21	10	8.7	0	13	-8	-5
CCOc1cc([N+](=O)[O-])c2nc(N)sc2c1	-1	-4	5	-3	-36	-34	-0.3	1	2	1	-35
O=C(C1CCN(S(=O)(=O)N2CCOCC2)CC1)N1CCOCC1	3	-6	3	-2	4	7	1.6	5	1	-28	-12
CC1(C(=O)O)CCCN1C(=O)c1ccc(Cl)cc1Cl (stereo not given)	-4	-7	8	-1	0	7	-1.5	.	.	-1	-11
O=C(CN1C2CCCC1CC(NC(=O)c1ccccc1)C2)Nc1ccccc1 (stereo not given)	-11	-6	-5	-2	9	9	1.4	-1	-17	20	9
CC(=O)Nc1ccc(NC(=O)CC(c2ccccc2)c2ccccc2)cc1	-9	-10	1	-2	10	-6	-0.5	0	3	19	-12
CN1CCCC(OC(=O)CCCCC(=O)OC2CCCN(C)C2)C1 (stereo not given)	-5	.	3	3	17	14	-1.6	0	-9	-1	21
Cc1ccc(S(=O)(=O)NC(=O)NC(C)c2ccc(F)cc2)cc1 (stereo not given)	3	-1	2	0	11	-8	-0.5	5	9	-6	-25
COc1cc(OC)cc(C(=O)N2CCC(N3CCN(c4ccccc4)CC3)CC2)c1	6	-5	7	10	10	13	-4.2	0	10	-11	0
COc1ccc(NC(=O)CSc2nnnn2-c2cccc(OC)c2)cc1	2	-5	1	-2	3	9	-1.6	.	.	24	-6
COc1cc(CNCCc2ccccc2)ccc1OCC(N)=O	-11	-2	17	-2	18	-4	-0.1	-1	4	-11	3
COc1cc(OC)c(N(C)S(=O)(=O)c2cccc(C(=O)OCc3c(C)noc3C)c2)cc1Cl	1	-2	-5	-3	27	21	-0.7	4	-7	7	7
Cc1cccc(C(=O)c2c[nH]cc2-c2ccccc2)c1	-8	-4	-1	2	-26	22	-2.0	-1	3	-14	-17
COc1ccc(C)cc1NC(=O)c1nc2nc(C)cc(C)n2n1	-3	-4	12	1	8	-2	0.5	.	13	-12	-10
CCCCC(=O)N1CC(=O)Nc2ccc(F)cc2C1c1ccc(F)cc1 (stereo not given)	12	-4	2	6	20	7	1.5	4	-19	-1	-18
COc1ccc2c(c1)sc(=NC(=O)CS(=O)(=O)c1ccc(F)cc1)n2C	-13	-6	-15	-2	-32	-30	-0.3	4	-1	52	-14
COc1ccc(C)cc1NC(=O)C(=O)N1CCCC1	-20	-5	4	9	3	4	-0.1	-1	9	1	-11
C/C(=N\NC(=O)Cn1cnc2ccccc21)c1cccs1	-3	-5	1	0	4	5	-0.9	0	-6	19	-17
COc1ccc(CCN2CC(C(=O)NCc3ccc(F)cc3)CC2=O)cc1OC (stereo not given)	-2	-2	3	-3	12	13	-0.3	-1	12	-17	-14
O=C(NCc1ccc(Cl)cc1)C(=O)NCC1OCCN1S(=O)(=O)c1cccs1 (stereo not given)	.	-3	-2	-4	12	11	1.0	1	.	4	-21
Cc1noc(C)c1C(=O)OCC(=O)c1c[nH]c2ccccc12	-20	-8	8	2	-47	-56	5.1	4	-6	-18	18
CC1(Cc2ccccc2OC(F)(F)F)C(=O)Nc2ccc(S(=O)(=O)NC3CCCCC3)cc21 (stereo not given)	-1	-6	3	1	7	24	0.6	.	.	33	-20
O=C(CS(=O)(=O)c1c[nH]c2ccccc12)N1CCc2ccccc21	-7	-6	10	2	-21	-29	-0.9	-2	2	-4	9
CNC(=O)CSc1nnnn1-c1ccc2c(c1)OCCO2	-1	-5	4	3	7	6	-1.5	-3	-8	8	-20
COc1cccc(CNC(=O)CCN2C(=S)NC(C)(C)CC2C)c1 (stereo not given)	-4	-1	4	1	20	11	-0.7	2	13	17	9
CCOc1cc(/C=C2\SC(=NC)N(C)C2=O)c(Br)cc1OC(C)=O	3	-24	6	-1	14	44	-0.5	2	18	5	19
O=C(CN1C(=O)COc2ccccc21)c1ccc(Cl)cc1	9	.	-1	-5	-8	-10	-1.0	0	-18	8	-36
C=C1C(C(=O)Nc2ccccc2)C1C(=O)Nc1ccccc1 (stereo not given)	-5	3	6	1	12	12	-0.2	1	-6	-2	-6
Cc1cccc2cc(CN(Cc3cccnc3)C(=O)c3ccccc3F)c(Cl)nc12	23	-5	38	-3	14	35	1.0	2	2	-4	18
Cc1cccc(NC(=O)CO/N=C/c2ccc3c(c2)OCO3)c1	-3	-5	-17	-1	-57	-31	-0.2	-1	-8	-14	-4
CCn1c(SCC(=O)Nc2ccc(NC(=O)c3cccs3)cc2)nnc1-c1cccnc1	-1	-6	18	-3	7	-18	0.6	-1	7	-10	-1
COc1ccc(CCNC(=O)CCOc2cc(C)ccc2C)cc1OC	-1	.	2	4	3	6	-0.5	.	-26	10	4
CC(C)(C)N(Cc1ccc2c(c1)OCO2)C(=O)/C=C\S(=O)c1ccccc1 (stereo not given)	-7	-8	0	19*	69*	99*	-3.3	.	90*	71	-20
CCCOc1ccc(C2NC(=O)NC2=O)cc1 (stereo not given)	2	-3	4	-3	0	-1	0.3	-2	1	25	-16
CCN(CC)C(=O)C(Sc1nnnn1-c1ccc(O)cc1)c1ccccc1 (stereo not given)	24	-5	4	6	-11	-7	-0.3	0	-1	-14	-2
O=c1cnnc(N/N=C/c2ccc3c(c2)OCO3)[nH]1	-4	-15	2	3	10	-32	-0.5	3	7	13	-10
COc1ccc(NC(=O)COc2ccc(/C=N/n3c(C)nnc3C)cc2OC)cc1	4	.	14	-2	-48	-105	-1.6	0	-23	-13	-19

Only Shn3 inh set2, Peg3 promoter and NR2E3 ag-2, for some of the entries so far:
SMILES	Shn3 inh set2	Peg3 promoter	NR2E3 ag-2
CCc1nc2ccccc2c(=O)n1/N=C/c1ccc(Cl)cc1	-2	-6	0
CN(C)C(CN1C(=O)C2CC=CCC2C1=O)c1cn(C)c2ccccc12 (stereo not given)	-8	10	-5
CCOc1cc([N+](=O)[O-])c2nc(N)sc2c1	1	-34	-35

The listing continues:
SMILES	PDI turbidity	CaV13 ICDI inh	H9c2 protect	m5-HT2A agonist	HIF-2a inh	Peg3 promoter	hiPSC survival	NR2E3 ag-1	TRPM1 prom inh	Shn3 inh set2	NR2E3 ag-2
COC(=O)[C@H]1C[C@@]2(O)CN(S(=O)(=O)c3ccc(C)cc3)C[C@@]2(OC(=O)NCc2ccc(OC)c(OC)c2)C[C@H]1C(=O)OC	-8	-3	0	5	-6	-6	-2.7	.	.	-21	-8
CSc1ccccc1C(=O)Nc1ccc(S(=O)(=O)NC2=NCCCCC2)cc1	-10	-6	-1	-3	-3	-9	-0.4	-1	1	-11	7
Cc1nnc2ccc(-c3cccc(NS(=O)(=O)c4ccccc4Cl)c3)nn12	-5	-7	36	6	-46	30	-0.5	1	-13	10	8
O=C(O)Cn1nc(-c2ccc(F)cc2)oc1=O	-1	-5	-3	-2	10	10	0.0	1	-14	12	8
OC(CN1CCN(c2ncc(C(F)(F)F)cc2Cl)CC1)c1ccccc1 (stereo not given)	13	-19	-5	1	-2	10	-0.2	2	-7	6	-3
Cc1cc(SCc2ccc(Br)cc2)nc(=O)[nH]1	4	-14	-4	5	-65	-72	0.4	0	-20	-13	-15
O=C(CSc1nnc(CNC(=O)c2c(F)cccc2Cl)o1)NCCc1ccccc1	6	-3	-1	6	7	-10	0.3	-5	-13	6	-16
Cc1nc(Nc2ccccc2)sc1C	4	1	-4	2	-44	-50	-0.2	2	-19	-16	-12
Cn1nc(C(=O)Nc2ccc(-n3cnnn3)cc2)c2ccccc2c1=O	-15	-5	37	0	5	0	-2.8	.	2	-19	-22
CCOc1ccc(NS(=O)(=O)c2ccc(NC(=O)C3CCCO3)cc2)cc1 (stereo not given)	4	-5	-13	4	2	0	0.7	3	20	23	23
Cc1[nH]n(S(=O)(=O)Cc2ccccc2)c(=O)c1N=Nc1ccccc1Cl	-1	-4	-17	-1	-6	5	-1.3	-2	27	3	-15
CCN1C(=NCc2ccco2)N[C@@H](c2cccc(C(F)(F)F)c2)C(C(=O)OC)=C1C	2	-12	-10	-4	1	-13	0.8	.	-3	0	-8
CC(C)c1ccc(N(C(=O)c2cc3ccccc3oc2=O)C2C=CS(=O)(=O)C2)cc1 (stereo not given)	1	-15	9	4	12	12	-1.7	0	19	0	-5

Source: PubChem
